TAAR1 ag = human TAAR1 agonists, primary screen, Fluo-8 calcium fluorescence, CHO RD-HGA16 cells; Trace amine-associated receptor 1 (Homo sapiens), Q96RJ0; activation, % at 3 µM; 360,000 compounds, 0.99% hits; vehicle wells 0%, saturating PEA agonist 100%;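 active means activation above the mean activation of all test compounds in the run plus 3 SD, cut at about 38% in these data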
Target sequence (Q96RJ0 whole entry, looked up): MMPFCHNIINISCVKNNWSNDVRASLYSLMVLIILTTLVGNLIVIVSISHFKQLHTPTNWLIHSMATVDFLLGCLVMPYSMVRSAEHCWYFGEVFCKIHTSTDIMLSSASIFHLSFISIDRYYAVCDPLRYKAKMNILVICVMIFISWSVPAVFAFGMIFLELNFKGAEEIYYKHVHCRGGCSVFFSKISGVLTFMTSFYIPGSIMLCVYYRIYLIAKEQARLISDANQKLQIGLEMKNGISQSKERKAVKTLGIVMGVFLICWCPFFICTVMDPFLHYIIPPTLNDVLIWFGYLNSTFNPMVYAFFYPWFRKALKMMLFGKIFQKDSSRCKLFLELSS
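Assay system – CHO-derived RD-HGA16 cells with stable Gα16 and human TAAR1 · Compound dosing – one-point dosing at 3 µM (nominal) · Incubation – 17-24 h seeding, 75 min 37 °C dye, 30 min RT · Measured by – kinetic Fluo-8 calcium fluorescence · Control set – DMSO vehicle as 0%, PEA at EC100 as 100% · Repeats – single well for each compound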
TAAR1 antagonist = human TAAR1 antagonists, primary screen, Fluo-8 calcium fluorescence, CHO RD-HGA16 cells; Trace amine-associated receptor 1 (Homo sapiens), Q96RJ0; antagonist; inhibition, % at 3 µM; 360,000 compounds, 1.5% hits; AID 624466, 2012;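 active means inhibition above a per-plate cutoff, the mean inhibition of test compounds on that plate plus 3 SD, cut at about 49% in these data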;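 further: 0% = DMSO plus EC80 beta-PEA response and 100% = DMSO alone without agonist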
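test system = CHO RD-HGA16 cells bearing hTAAR1 | replication = singlicate | controls = DMSO-only wells and EC80 β-PEA-stimulated wells | reagent = EC80 β-phenethylamine stimulus | read-out basis = percent inhibition of PEA-evoked calcium signal, max/basal emission ratio | schedule = seeding 17-24 h prior, 75-min 37 °C, 30-min RT dye loading | signal = kinetic Fluo-8 calcium fluorescence measurement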
* hit, by the source's call. Only part of the results is shown, so the mix of outcomes need not match the whole.

Results follow in this order: TAAR1 ag	TAAR1 antagonist
CCOC(=O)C1=CCN(S(=O)(=O)c2ccc(Cl)cc2)C1c1cccc(Cl)c1 (stereo not drawn)
    -1	21
COC(=O)C1=C(C)N(Cc2cccc(C(F)(F)F)c2)C(=NCc2ccccc2C(F)(F)F)NC1c1cccc(C(F)(F)F)c1 (stereo not drawn)
    3	-19
O=C(Nc1ccc(NC(=O)c2ccncc2)cc1)c1ccncc1
    2	7
C=C(C)COc1ccc(-c2nc(N)ncc2-c2ccc(OC)cc2)c(O)c1
    1	-26
COC(=O)[C@@H](Cc1ccccc1)N[C@H](/C=C/c1ccccc1)[C@@H](O)Cc1ccccc1
    -1	14
C=CCN1[C@@H](C)[C@H](c2ccccc2)Oc2cccc(N3CCCC3)c2S1(=O)=O
    1	-37
COc1cc(CNc2cccc3c2S(=O)(=O)N([C@H](C)c2ccccc2)C[C@@H](COCc2ccccc2)O3)cc(OC)c1OC
    2	5
CC(C)c1[nH]nc2c1C(c1cccc(C(F)(F)F)c1)N(Cc1ccccc1)C2=O (stereo not drawn)
    6	-19
CC(C)n1nnnc1SCC(=O)Nc1ccc2c(c1)OCCO2
    6	-20
O=C(NCCN1CCC(n2c(=O)[nH]c3cc(Cl)ccc32)CC1)c1ccc(F)cc1
    5	11
Cc1ccccc1C(=O)N[C@H](C(=O)N1CCC[C@H]1C(=O)NCCc1ccccc1Cl)C(C)C
    57*	71*
C#CCNC(=O)C[C@H]1C[C@@]2(C(=O)OC)C(=C[C@H](C(C)(C)C)O[C@@H]2C)N(CCc2ccc(OC)c(OC)c2)C1=O
    2	-11
CCOC(=O)c1ccc(NC(=O)c2nc[nH]c2C(=O)N2CCN(C(=O)OC(C)(C)C)CC2)cc1
    8	7
COc1ccc(-c2cc(-c3ccccc3)c(-c3ccccc3)nn2)cc1
    -2	48
C[C@@H]1CN([C@@H](C)CO)C(=O)CCCn2cc(nn2)CO[C@H]1CN(C)C(=O)C1CCCCC1
    3	-7
O=C(Nc1ccc2ccccc2c1)C(=O)C1C(=O)Nc2ccccc21 (stereo not drawn)
    -3	2
COC(=O)c1cc2c(c3c4cc(OC)ccc4n(S(C)(=O)=O)c13)C(=O)N(C)C2
    1	8
CC(=O)C1=C(C)N(Cc2ccc(F)cc2)C(=S)NC1c1cccc(F)c1 (stereo not drawn)
    -1	34
CC(C)(C)S(=O)N1C[C@@H]2CC(=O)C(CCO)=C2[C@H]1CCO (stereo partly drawn)
    8	-1
O=C(C=Cc1ccc(O)c(O)c1)NCC(=O)NC(Cc1ccccc1)C(=O)O (stereo not drawn)
    3	-3

Of the compounds above, four contain fluorine:
Results follow in this order: TAAR1 ag	TAAR1 antagonist
COC(=O)C1=C(C)N(Cc2cccc(C(F)(F)F)c2)C(=NCc2ccccc2C(F)(F)F)NC1c1cccc(C(F)(F)F)c1 (stereo not drawn)
    3	-19
CC(C)c1[nH]nc2c1C(c1cccc(C(F)(F)F)c1)N(Cc1ccccc1)C2=O (stereo not drawn)
    6	-19
O=C(NCCN1CCC(n2c(=O)[nH]c3cc(Cl)ccc32)CC1)c1ccc(F)cc1
    5	11
CC(=O)C1=C(C)N(Cc2ccc(F)cc2)C(=S)NC1c1cccc(F)c1 (stereo not drawn)
    -1	34

Continued:
Results follow in this order: TAAR1 ag	TAAR1 antagonist
Cc1nc(NC(=O)C(C)(C)C)sc1[N+](=O)[O-]
    2	-6
COC(=O)C1=C(C)N(Cc2cccc(C(F)(F)F)c2)C(=NCc2ccc(OC)cc2)NC1c1ccc(Cl)cc1 (stereo not drawn)
    29	43
CC(=O)N1CCN(c2ccc(N3CCN(C(C)=O)[C@H](C)C3)c(C)c2)[C@H](C)C1
    2	-18
CC(C)CC(=O)N1CC(C)N(C(=O)CC(C)C)CC1C (stereo not drawn)
    3	-3
COc1ccc(C2O[C@@H](C)[C@@H]3C(=O)N4CCc5c([nH]c6ccccc56)[C@@H]4C[C@@H]3N2C)cc1 (stereo partly drawn)
    0	-12
CC(C)C[C@H]1COc2ccc(Cl)cc2S(=O)(=O)N1C[C@H](NC(=O)OC(C)(C)C)C(C)C
    4	-42
O=C1C2C3C=CC(C3)C2C(=O)N1c1ccc(-c2nc(-c3ccccc3)nc3ccccc23)cc1 (stereo not drawn)
    1	25
COc1ccccc1-c1ccc(OCCCN2CCC(C(O)(c3ccccc3)c3ccccc3)CC2)cc1
    32	56*
COC(=O)C1=C(C)N(CC(C)C)C(=S)NC1c1cccc(Br)c1 (stereo not drawn)
    3	49
COC(=O)C1=C(C)N(Cc2cccc(C(F)(F)F)c2)C(=NCc2ccccc2)NC1c1ccccc1C(F)(F)F (stereo not drawn)
    1	-4
Cc1cc(N2CCN(C(=O)OC(C)(C)C)C[C@@H]2C)ccc1N1C[C@@H](C)O[C@@H](C)C1
    -2	-21
O=S(=O)(CS(=O)(=O)c1ccccc1Br)c1ccccc1Br
    1	-3
Cn1c(=O)c2c(nc(NCCCN3CCOCC3)n2Cc2ccc(Cl)c(Cl)c2)n(C)c1=O
    2	-12
COC(=O)[C@]12C[C@H](CC(=O)NCCC(C)C)C(=O)N(CCc3ccc(OC)c(OC)c3)C1=C[C@H](C(C)(C)C)O[C@@H]2C
    -2	-16
O=S(=O)(c1ccc(F)cc1)N1CCCc2nc(-c3ccccc3)ccc21
    0	8
CCC/C(=C1/c2ccccc2C(=O)N1c1ccccc1)c1c(C)noc1C
    -2	-11
CC(C)c1[nH]nc2c1C(c1ccc(F)cc1)N(Cc1ccccc1)C2=O (stereo not drawn)
    0	-20
C[C@H](CO)N1C[C@H](C)[C@@H](CN(C)S(=O)(=O)c2ccc(F)cc2)Oc2cc(Br)ccc2S1(=O)=O
    8	40
COc1ccc(CN(C2CCCC2)S(=O)(=O)c2cc(Br)ccc2Br)c(OC)c1
    0	-1
CCOC(=O)c1sc(NC(=O)c2cncc(Br)c2)nc1C
    3	-15

Molecules above that contain a CF3 group, in the order listed:
Results follow in this order: TAAR1 ag	TAAR1 antagonist
COC(=O)C1=C(C)N(Cc2cccc(C(F)(F)F)c2)C(=NCc2ccccc2C(F)(F)F)NC1c1cccc(C(F)(F)F)c1 (stereo not drawn)
    3	-19
CC(C)c1[nH]nc2c1C(c1cccc(C(F)(F)F)c1)N(Cc1ccccc1)C2=O (stereo not drawn)
    6	-19
COC(=O)C1=C(C)N(Cc2cccc(C(F)(F)F)c2)C(=NCc2ccc(OC)cc2)NC1c1ccc(Cl)cc1 (stereo not drawn)
    29	43
COC(=O)C1=C(C)N(Cc2cccc(C(F)(F)F)c2)C(=NCc2ccccc2)NC1c1ccccc1C(F)(F)F (stereo not drawn)
    1	-4

More structures
Results follow in this order: TAAR1 ag	TAAR1 antagonist
CCOc1ccc(C(=O)NC2=NCCS2)cc1
    -1	7
Cc1cc2c(c(=O)o1)[C@@]1(C(=O)N(C)c3cc(Br)ccc31)C1=C(CCCC1=O)O2
    2	-7
CC(C)Cn1cc(C(=O)NC2CCN(Cc3ccccc3)CC2)c2c3ccccc3n(C)c2c1=O
    1	-15
O=C1NC(Cc2ccccc2)c2nc3ccc(Cl)cc3c(=O)n2-c2ccc(Cl)cc21 (stereo not drawn)
    1	-7
CC(C)c1ccc(OCCCN2CCC(C(O)(c3ccccc3)c3ccccc3)CC2)cc1
    41*	46
Nc1cc(=O)n(Cc2ccccc2)c(N)c1C(=O)NCc1ccccc1
    4	-2
CC(C)Cn1c(-c2ccco2)nc2c(c(=O)c3ccccc3n2C)c1=O
    16	-5
C[C@H]1COc2cc(NCCCN3CCOCC3)ccc2S(=O)(=O)N1
    1	5
CC1Oc2ccccc2N(Cc2ccccc2F)C1=O (stereo not drawn)
    7	12
CCOC(=O)c1cc(-c2ccc(Cl)s2)nc2c1c(C)nn2C
    13	1
COC(=O)[C@]12C[C@H](CC(=O)N3CCCC3)C(=O)N(Cc3ccccc3)C1=C[C@H](C(C)C)O[C@@H]2C1CC1
    0	-20
COC(=O)C1=C(C)N(CC(C)C)C(=S)NC1c1ccc(Cl)cc1 (stereo not drawn)
    -2	-11
O=C(N[C@H](C(=O)N1CCC[C@H]1C(=O)NC1CCCC1)C1CCCCC1)c1ccccn1
    0	-15
COc1ccc(CN2[C@@H](CC(=O)O)c3ccc(C(F)(F)F)cc3S2(=O)=O)cc1
    8	-10
Cc1nc2cc[nH]n2c(=O)c1CCc1ccccc1
    3	-17
COc1cc(C(=O)NN=C2c3ccccc3-c3ccccc32)cc(OC)c1OC
    4	9
O=[N+]([O-])c1nccn1CC(O)CCN1CCOCC1 (stereo not drawn)
    1	-17
C[C@H](c1ccccc1)N1C[C@@H](COCc2ccccc2)Oc2cccc(F)c2S1(=O)=O
    2	10
COc1cccc(NC(=O)N(C)C[C@H]2OCc3ccccc3-c3c(n(C)c4ccccc34)C(=O)N([C@H](C)CO)C[C@H]2C)c1
    1	0
COc1cccc(CNC(=O)[C@H]2CCCN2C(=O)[C@H]2CCCN2C(=O)c2c(F)cccc2F)c1
    0	0
COC(=O)c1cc2c(c3c4cc(OC)ccc4n(S(=O)(=O)c4ccc(OC)cc4)c13)C(=O)N(Cc1ccccc1OC)C2
    -1	-21
O=C(NCC1CCN(C(=O)C(=O)c2cccs2)CC1)c1ccc2ccccc2c1
    4	7
O=C(OCc1ccccc1)N1CCC2CC1c1ccc(N3CCN(Cc4ccccc4)CC3)cc12 (stereo not drawn)
    1	-26
COc1cccc(C(=O)NCC2CCN(C(=O)C(=O)c3cc4ccccc4o3)CC2)c1
    0	-19
CCCCCCCCN1C(=O)[C@@H](CC(=O)NCc2cccc3ccccc23)C[C@@]2(C(=O)OC)C1=C[C@H](C(C)(C)C)O[C@@H]2C
    15	-13
CCCCc1nnn2c1C1c3cc(-c4cccnc4)ccc3CCN1C(=O)C2 (stereo not drawn)
    -1	-27
COc1ccc(S(=O)(=O)NC2CC(C)(C)NC(C)(C)C2)c(C)c1C
    0	10
CCN(C(=O)CCc1cn(CC)c2ccccc12)c1ccc(Oc2cccnc2)cc1
    0	5
COCc1cc(N2CCN(C(=O)OC(C)(C)C)C[C@@H]2C)ccc1Br
    2	39
Cc1cc(N=Cc2c(O)n(-c3ccc(C)c(C)c3)c(=O)c3ccccc23)no1
    2	-6
COC(=O)C1=C(C)N(C)C(=NCc2ccccc2)NC1c1ccccc1C(F)(F)F (stereo not drawn)
    3	-15
O=C1c2ccccc2/C(=C\c2ccc(O[C@@H]3CCCCO3)cc2)N1c1ccccc1
    4	34
OCCN1CN(c2ccccc2)C(=S)N(c2ccccc2)C1
    2	-17
O=C(Cn1c(N2CCN(C/C=C/c3ccccc3)CC2)nc2ccccc21)c1ccccc1
    8	11
C[C@@H]1CNCCN1c1ccc(N2CCN(Cc3ccccc3)[C@@H](C)C2)c(C#N)c1
    7	0
COC(=O)C1=C(C)N(Cc2ccc(F)cc2)C(=S)NC1c1ccccc1 (stereo not drawn)
    -1	44
CC(C)c1[nH]nc2c1C(c1ccc3c(c1)OCO3)NC2=O (stereo not drawn)
    3	-9
CCCCCOc1ccc(N2C(=O)C(C)CNC2=S)cc1 (stereo not drawn)
    3	-1
COc1ccccc1CCn1cnc(-c2ccc(F)cc2F)c1CC(C)C
    14	15
CCCCc1ccc(NC(=O)COc2ccc(C(=O)Nc3ccccc3OC)cc2)cc1
    5	13
COC(=O)[C@]12C[C@H](CC(=O)NCc3ccccc3)C(=O)N(Cc3ccccc3)C1=C[C@H](C(C)(C)C)O[C@@H]2C
    -1	-39
COc1cccc(CNC(=O)[C@H]2CCCN2C(=O)[C@H]2CCCN2C(=O)c2cccc(Cl)c2)c1
    1	-18
CCCCCCCCN1C(=O)[C@@H](CC(=O)N2CCOCC2)C[C@@]2(C(=O)OC)C1=C[C@H](C1CCCC1)O[C@@H]2C
    -2	-44
c1ccc(-c2nc3ccccc3nc2-c2ccc(CN3CCC(c4nc5ccccc5[nH]4)CC3)cc2)cc1
    17	53*
Cc1ccccc1Br
    1	-9
O=C(NCc1ccccc1)[C@@H]1CCCN1C(=O)[C@H]1CCCN1C(=O)c1cccc(F)c1
    0	1
Nc1nc(Cl)cc(NCCc2ccccc2)n1
    15	0
Cc1ccccc1S(=O)(=O)N1CCCc2nc(-c3ccccc3)ccc21
    -2	22
CCc1c(-c2ccc(OC)cc2)ncn1CCc1ccccc1OC
    18	-16
O=Nc1ccc(Cl)cn1
    4	-10
Cc1cc(N2CCN(CC(C)(C)O)C[C@H]2C)ccc1N1CCN(Cc2ccccc2)[C@@H](C)C1
    2	-24
COC(=O)C1=C(C)N(C)C(=NCc2ccc3c(c2)OCO3)NC1c1cccc(C(F)(F)F)c1 (stereo not drawn)
    12	-12
Cc1cc(Br)cn2c(Cc3ccccc3C(F)(F)F)c(-c3ccc(F)cc3)nc12
    5	22
Nc1[nH]c(C(=O)c2ccc(Br)cc2)c(-c2ccccc2Br)c1C(=O)NCCc1c[nH]c2ccccc12
    4	11
CN(C)CCCN1CC(=O)N2CCc3ccc(Br)cc3C2CC1=O (stereo not drawn)
    1	-20
COC(=O)[C@]12C[C@H](CC(=O)N3CCOCC3)C(=O)N(Cc3ccccc3)C1=C[C@H](C(C)(C)C)O[C@@H]2C
    1	-9
